ERp5 block: inhibitors of human ERp5. ERp5 insulin aggregation, absorbance 650 nm, 90 min. inhibition, % at 9.99 µM. 350,000 tested, 0.05% active;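 active = mean replicate inhibition above about 25%, with every replicate also reaching it, limit read from the data, passing the limit was not always enough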
Target sequence (Q15084 whole entry, looked up): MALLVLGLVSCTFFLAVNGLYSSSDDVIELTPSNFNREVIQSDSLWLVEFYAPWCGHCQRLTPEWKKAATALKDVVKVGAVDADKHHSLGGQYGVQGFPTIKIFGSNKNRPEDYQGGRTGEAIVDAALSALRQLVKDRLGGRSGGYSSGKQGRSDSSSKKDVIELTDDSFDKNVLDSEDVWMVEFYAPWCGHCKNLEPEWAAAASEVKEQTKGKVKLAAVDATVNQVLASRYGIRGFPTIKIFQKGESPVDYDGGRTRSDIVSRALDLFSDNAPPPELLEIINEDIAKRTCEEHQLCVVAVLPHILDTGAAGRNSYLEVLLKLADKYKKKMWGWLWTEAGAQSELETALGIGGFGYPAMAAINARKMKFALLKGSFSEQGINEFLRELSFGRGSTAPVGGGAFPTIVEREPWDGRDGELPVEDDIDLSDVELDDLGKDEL
GSIS activator: primary screen for activators of insulin secretion dependent on glucose, INS-1E cells, GLuc reporter luminescence. INS-1E GLuc reporter insulin secretion, 2-3 h. activation, % at 16.6 µM. 370,000 tested, 0.61% active. AID 743287;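 active = lowest replicate activation of at least 40%, so every replicate reaches that level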;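 also: 0% = median of neutral control wells and 100% = median of IBMX positive control wells; some compounds called inactive have numbers as strong as hits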
ARNT TACC3 PPI: disruptors of human ARNT/TACC3 interaction; Q9Y6A5; AlphaScreen His-ARNT PAS-B/GST-TACC3 binding, luminescence; TACC3 fragment carries E629A point mutation; inhibition, % at 9.99 µM; 390,000 tested, 0.66% active; AID 623870;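 active = mean inhibition of replicates at least 50% and at least half of replicates each reaching 50%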;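 also: 0% = complete ARNT plus TACC3 wells and 100% = ARNT alone without TACC3; many hits fall short of the cut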
Active calls of the source: *; & = joins results of further samples. Not all compounds are listed, so the mix of outcomes need not match the whole.

SMILES | ERp5 block | GSIS activator | ARNT TACC3 PPI
Cc1ccc(CC(NC(=O)c2ccccc2)C(=O)NCC(=O)O)cc1 (stereo not drawn) | 3 | 13 | -7
CCCCOc1ccc(/C=C/C(=O)NCCc2nc3ccccc3[nH]2)cc1 | -2 | -17 | 0
CC1=C(C(=O)N2CCc3ccccc32)C2(CCC(C)CC2)OC1=O (stereo not drawn) | 2 | 1 | 3
COc1ccc(C2N(S(=O)(=O)c3ccc(C)cc3)CCN2S(=O)(=O)c2ccc(C)cc2)cc1 | -1 | 2 | 31
COc1cccc(N(CC(=O)NCCSc2ccc(Cl)cc2)S(C)(=O)=O)c1 | -9 | 13 | 0
CCOC(=O)Cc1csc(NC(=O)c2ccc(S(=O)(=O)N3CCCC3)cc2)n1 | 3 | 4 | 1
CC(/C=N/NC(=O)c1cc(-c2ccncc2)nc2ccccc12)=C\c1ccco1 | 3 | -5 | 8
O=C(Nc1nc2ccc(S(=O)(=O)N3CCCCC3)cc2s1)c1cccnc1 | 5 | 36 | -3
CCOC(=O)CCNc1n[nH]c(=O)[nH]c1=O | 1 | -5 | -2
O=C(OCc1ccccc1Cl)c1cccnc1Cl | 2 | 2 | 22
N#CC1=C(N)C(C#N)(C#N)C(c2cccnc2)C2CN(C(=O)OCc3ccccc3)CC=C12 (stereo not drawn) | -1 | -7 | -14
CCOC(=O)N1CCN(S(=O)(=O)c2ccc(OCC(=O)OC)cc2)CC1 | -1 | 8 | -4
C=CCNC(=O)c1ccc(CNS(=O)(=O)c2ccc(NC(C)=O)cc2)cc1 | 0 | 16 | 1
CC(C)(C)NCC(O)COc1ccccc1C(=O)CCc1ccccc1 (stereo not drawn) | 7 | -25 | 0
c1ccc2nc3[nH]cnc3nc2c1 | 1 | 1 | 2
FC(F)(F)c1ccccc1NC(=S)N1CCN(c2ncccn2)CC1 | 0 | -1 | -2
COc1ccc2[nH]c(=O)c(CN(C(=O)c3cccnc3)c3ccccc3)cc2c1 | -5 | 3 | 0
Cn1nnc2cc(NC(=O)NCc3ccc4c(c3)OCO4)ccc21 | -6 | 3 | -3
Cc1ccc(C(C)C)c(OCCCN2CC(C)OC(C)C2)c1 (stereo not drawn) | 3 | 0 | 1
Cc1cc(=O)[nH]c(N2CCCNCC2)n1 | -8 | 6 | -12
CCOC(=O)C1CCCN(c2nnnn2-c2ccccc2)C1 (stereo not drawn) | -17 | 6 | 0
CNC(=O)CCn1nc(-c2ccc(C)cc2)c2ccccc2c1=O | 1 | 21 | -7
CCOc1nc(OCC)nc(-n2cc(-c3ccccc3)nn2)n1 | 1 | -15 | -5
CCOC(=O)CN(C(=O)CSc1nnc(C)n1-c1ccccc1)c1ccccc1 | 1 | 10 | -1
COc1ccc2cc(C3(C)NC(=O)N(CC(=O)NCCC4=CCCCC4)C3=O)ccc2c1 (stereo not drawn) | 3 | -21 | 0
CCOC(=O)C1CCCCN1Cc1cccc(OC)c1OC (stereo not drawn) | 2 | -1 | -4
O=C(CN1CCN(c2ccccc2)CC1)Nc1cccc(C(F)(F)F)c1 | -2 | -4 | -5
Cc1ccc(-c2nnn(CC(=O)N(CC(=O)NC3CCCCC3)c3ccc(F)c(Cl)c3)n2)o1 | 0 | 3 | 2
Cn1c(=O)n(C)c2cc(C(=O)Nc3ccc4c(c3)OCO4)ccc21 | 6 | -4 | 8
COc1cc2c(cc1OC)CN(CC(=O)NC(=O)NCc1ccco1)CC2 | -4 | 13 | 14
C=C1CC(C)OC(c2ccccc2OCC(O)CN2CCCCC2)C1 (stereo not drawn) | 5 | -21 | 4
CCN(CCCNC(=O)C1CCC(=O)N1Cc1ccc(F)cc1)c1cccc(C)c1 (stereo not drawn) | 7 | -45 | 3
Cc1ccc(/C=N/n2c(COc3ccccc3)n[nH]c2=S)s1 | 2 | -24 | -4
CC(=O)Nc1ccc(S(=O)(=O)Nc2nc3ccc(C)cc3s2)cc1 | 5 | 8 | -6
CCOC(=O)c1c(C)[nH]c(C(=O)O)c1C | 0 | 31 | 0
Cc1[nH]n(-c2ccccc2)c(=O)c1/C=N/NC(=O)c1ccc(O)cc1O | -7 | 3 | 71*
O=C(O)c1ccc(Br)c(S(=O)(=O)N2CCCC2)c1 | 2 | 20 | 60*
Cc1cc(N2CCCC2=O)cc(C)c1CN1C(=O)c2ccccc2C1=O | 2 | 11 | 0
O=C(Nc1nc(-c2cccs2)cs1)c1cccc(S(=O)(=O)N2CCCCCC2)c1 | 0 | 1 | 3
O=C(CN1C(=O)c2ccccc2C1=O)Nc1ccccc1C(=O)NC1CCCCCC1 | 5 | -6 | 18
CC(C)C(=O)Nc1c2c(nc3c1CCC3)CCCC2 | 0 | 14 | -3
Cn1nccc1NC(=O)Nc1cccc(Br)c1 | -8 | -13 | -3
Cc1cc(Nc2ccccc2)nn1C(=O)c1ccc([N+](=O)[O-])cc1 | -3 | 7 | 3
O=C1CSC(=S)N1c1cccnc1 | 3 | 6 | 4
COc1ccccc1OCC(=O)NCCNC(=O)COc1ccccc1OC | 3 | -6 | -4
O=C(NNC(=O)C1CCCCC1)C(=O)NC1CCCCC1 | 1 | -20 | 4
Fc1ccc(Br)cc1C1C=C(c2ccc(Br)cc2)Nc2ncnn21 (stereo not drawn) | -1 | 3&-18 | -1
O=C(c1ccco1)N1CCN(S(=O)(=O)c2ccc3[nH]c(=O)oc3c2)CC1 | 0 | 5 | -1
O=c1[nH]c(Nc2ccc(F)cc2)cc2ccccc12 | 13 | -5 | 38
O=C(Cc1n[nH]c(=O)[nH]c1=O)N/N=C/c1ccccc1O | 8 | 21 | 41
CCOc1cc(S(=O)(=O)N2CCC(c3nc4ccccc4s3)CC2)c(OCC)cc1S(=O)(=O)N1CCCCC1 | -2 | 7 | 3
COc1ccccc1CC(=O)Nc1ccc(OC)c(OC)c1 | -3 | 15 | -3
CC(C)(C)NC(=O)COC(=O)c1ccc(S(=O)(=O)N2CCCCCC2)cc1 | 5 | -5 | 0
CC1Cc2ccccc2N1C(=O)Cc1cccs1 (stereo not drawn) | 3 | 3 | 2
CCNC(=O)NC(=O)CSc1cccc(C(F)(F)F)c1 | 5 | -1 | 2
Cc1ccc(S(=O)(=O)C(C#N)c2nc3ccccc3nc2N2CCCC2)cc1C (stereo not drawn) | -1 | -2&6 | 2
O=C(CCn1nc(-c2ccc(Cl)cc2)ccc1=O)NCCCN1CCCCCC1 | -7 | -15 | 13
Cc1nc2ccccc2c2c1C(=O)N(C1CCCCCCC1)C2=O | 1 | 4 | -2
CC1CCN(c2nncc3ccccc23)CC1 | 6 | -14 | -8
COc1cc(C(Nc2ccccn2)c2ccc3ccc(C)nc3c2O)cc(OC)c1O (stereo not drawn) | -2 | -1 | 8

Four structures out of the list, sorted by SMILES length, rising:
SMILES | ERp5 block | GSIS activator | ARNT TACC3 PPI
CC1Cc2ccccc2N1C(=O)Cc1cccs1 (stereo not drawn) | 3 | 3 | 2
CC(C)C(=O)Nc1c2c(nc3c1CCC3)CCCC2 | 0 | 14 | -3
O=C(CCn1nc(-c2ccc(Cl)cc2)ccc1=O)NCCCN1CCCCCC1 | -7 | -15 | 13
CC(C)(C)NC(=O)COC(=O)c1ccc(S(=O)(=O)N2CCCCCC2)cc1 | 5 | -5 | 0

(cont.)
SMILES | ERp5 block | GSIS activator | ARNT TACC3 PPI
CCOc1ccccc1NC(=S)NC1CC2CCC1C2 (stereo not drawn) | 0 | -6 | -5
COC(=O)c1cc2ccccn2c2c(C(=O)OC)c(C(=O)OC)cc1-2 | 5 | 10 | -1
COc1ccc(S(=O)(=O)Nc2cccc(NC(C)=O)c2)cc1 | 0 | 6 | 25
COCCCn1c(C2CCCCC2)nc2oc3cc(OC)ccc3c(=O)c2c1=O | 5 | 22 | -5
O=C(c1ccc([N+](=O)[O-])cc1)N(Cc1ccc(Br)cc1)N1C(=O)CCCC1=O | 1 | 14 | 5
Cc1cc(C)cc(N(C(=O)C2CCCC2)C2C=CS(=O)(=O)C2)c1 (stereo not drawn) | -1 | 10 | -7
COc1ccccc1CNC(=O)COC(=O)c1cnccn1 | 3 | 1 | 0
CCCCCCOc1ccc(N2C(=O)CC(N3CCN(C(=O)c4ccco4)CC3)C2=O)cc1 (stereo not drawn) | 1 | 18 | -1
O=C(Nc1cccc(NC(=O)c2cccnc2)c1)c1cccnc1 | 4 | 18 | 0
N#Cc1c(NC(=O)C2CC(c3ccccc3Cl)=NO2)sc2c1CCC2 (stereo not drawn) | 0 | -32 | -1
c1ccc(CN2CCC(N3CCC(N4CCCCCC4)CC3)CC2)cc1 | 0 | -7 | 3
CC(C)Oc1ccc(C(=O)NC2CCS(=O)(=O)C2)cc1 (stereo not drawn) | -5 | 5 | -5
CCCCOc1ccc(/C(N)=N/O)cc1 | -6 | 12 | -1
O=C(CCCNS(=O)(=O)c1ccccc1)NCc1ccco1 | 6 | 20 | -5
O=C(CN1CCOCC1)Nc1ccc(S(=O)(=O)NC2CCCCC2)cc1 | 1 | 0 | 0
COc1ccc(C(=O)OCC(=O)NCc2ccco2)cc1S(=O)(=O)N1CCN(c2cccc(Cl)c2)CC1 | -5 | -20 | -3
CCOc1ccccc1NC(=O)CSc1nnc(-c2ccco2)o1 | 0 | 8 | -6
CS(=O)(=O)N1N=C(c2ccccc2)CC1c1cccs1 (stereo not drawn) | -4 | 3 | -1
Fc1ccc2c(c1)C(c1ccc(N3CCOCC3)cc1)=NNC(c1cccs1)=N2 | -1 | 18 | 12
COc1ccc(C(=O)Nn2cc3c(c2-c2ccccc2)c(=O)n(C)c(=O)n3C)cc1 | 1 | 10 | -1
Cc1noc(C)c1COC(=O)c1cccc(S(=O)(=O)N2c3ccccc3CC2C)c1 (stereo not drawn) | -1 | -8 | 0
CCOc1cc(/C=C2/NC(=O)N(CC(=O)Nc3cccc(C)c3)C2=O)ccc1OC | -8 | -1 | -39
COC(=O)c1ccccc1NC(=O)Nc1cccs1 | -1 | 1 | 4
COCc1cc(C2C(C(=O)c3ccco3)=C(O)C(=O)N2CCOCCO)ccc1O (stereo not drawn) | -4 | 9 | -1
O=C(CSc1ccc(C(F)(F)F)cc1[N+](=O)[O-])Nc1ccccc1 | 5 | -5 | -7
COc1ccc(-c2nnc(SC(C)C(=O)NCc3ccc4c(c3)OCO4)n2Cc2ccco2)cc1 (stereo not drawn) | 4 | -49 | 1
CCCNc1nc(C)nc2c1cnn2CCc1ccccc1 | 3 | 22 | -3
CCC12CC3CC(C1)CC(C(=O)Nc1nn[nH]n1)(C3)C2 | 1 | 4 | 14
O=C1C(=O)N(CCN2CCCCC2)c2ccccc21 | 0 | 7 | 1
Cc1ccc(C2CC(=O)c3cnc(N4CCN(c5ccccc5)CC4)nc3C2)cc1 (stereo not drawn) | -5 | 10 | -3
CN(C(=O)c1cccnc1)c1nnc(-c2ccccn2)s1 | 7 | 3 | 15
COc1ccc(C2C(C#N)=C(N)Oc3n[nH]c(C)c32)cc1Cn1nnc2ccccc21 (stereo not drawn) | -1 | 0 | 4

Exported with each value named: 4 of the compounds above
CCOC(=O)CCNc1n[nH]c(=O)[nH]c1=O
  ERp5 block: 1
  GSIS activator: -5
  ARNT TACC3 PPI: -2

O=C(OCc1ccccc1Cl)c1cccnc1Cl
  ERp5 block: 2
  GSIS activator: 2
  ARNT TACC3 PPI: 22

N#CC1=C(N)C(C#N)(C#N)C(c2cccnc2)C2CN(C(=O)OCc3ccccc3)CC=C12 (stereo not drawn)
  ERp5 block: -1
  GSIS activator: -7
  ARNT TACC3 PPI: -14

CCOC(=O)N1CCN(S(=O)(=O)c2ccc(OCC(=O)OC)cc2)CC1
  ERp5 block: -1
  GSIS activator: 8
  ARNT TACC3 PPI: -4

One compound at a time, from the list above:
O=C1C(=O)N(CCN2CCCCC2)c2ccccc21 in the list: ERp5 block = 0; GSIS activator = 7; ARNT TACC3 PPI = 1
COc1ccc(C2C(C#N)=C(N)Oc3n[nH]c(C)c32)cc1Cn1nnc2ccccc21 (stereo not drawn) in the list: ERp5 block = -1; GSIS activator = 0; ARNT TACC3 PPI = 4

Screening results as filed in PubChem.
